UTI89 phage lysis = inhibition of K1F phage lysis, E. coli UTI89, bacterial capsule biogenesis inhibitors, alamar blue (AID 488966) | E. coli UTI89 K1F phage lysis, alamar blue, 2 h; higher % means a stronger effect | one-dose inhibition, % at 100 µM; IC50 in µM for titrated hits | hit rate 0.02% among 340,000;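 active = phage lysis inhibition, versus mean bacterial control, above a set limit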;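 also: capsule biogenesis inhibitors block K1F phage lysis so surviving cells raise fluorescence; higher fluorescence means more inhibition of phage lysis; actives were called in the ten point dose series up to 300 µM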
Numbers without * were called inactive; i = inactive; [ ] = remark or other dose. The list is partial (hit frequency here may not be typical).

#	SMILES	UTI89 phage lysis
1	O=C(Nc1ccccc1C(=O)O)c1cc(S(=O)(=O)N2CCOCC2)c(Br)s1	0.5%[50 µM]
2	Cc1cc(C(=O)NC2CCCc3c2cnn3-c2cccc(C)c2C)c(C)o1 (stereo not given)	-0.2%
3	COc1ccc(OC)c(NC(=O)C(=O)N/N=C(\C)CC(=O)Nc2ccc(Cl)cn2)c1	-2.0%
4	CC1CC(C)CN(S(=O)(=O)c2ccc3c(c2)NC(=O)C(C)C(=O)N3)C1 (stereo not given)	0.2%
5	O=C(/C=C/c1ccc(F)cc1)NC(=S)Nc1ccccc1	1.1%[50 µM]
6	CCN(C(=O)COC(=O)/C(=C/c1ccccc1)n1nnnc1C)C1CCCCC1	0.8%[50 µM]
7	Cc1nc2ccc(Br)cn2c1C(=O)N/N=C\c1ccccc1Cl	3.5%
8	COc1cc(C=O)ccc1OCC(=O)Nc1ccccc1N1CCOCC1	0.5%[50 µM]
9	CCS(=O)(=O)N1CCC(C(=O)Oc2ccccc2Br)CC1	1.3%
10	Cc1c(C(=O)N2CCCCCC2)c(S(=O)(=O)Nc2ccccc2F)c(C)n1C	-0.3%
11	NS(=O)(=O)c1cccc(NC(=O)CSc2nc3ccccc3c(=O)n2Cc2ccco2)c1	1.6%
12	O=C(NC(=S)Nc1cccc2c(O)cccc12)c1ccccc1[N+](=O)[O-]	-0.3%
13	CC(OC(=O)Cc1n[nH]c(=O)c2ccccc12)C(=O)Nc1ccc(Cl)cn1 (stereo not given)	-1.0%[50 µM]
14	O=C(CC1CCCC1)NNC(=O)c1ccc(F)cc1	1.6%[50 µM]
15	Nc1nc2cc(S(=O)(=O)N3CCOCC3)ccc2o1	0.5%
16	CCc1ccc(/C=N/NC(=O)c2nnn(-c3nonc3N)c2C(C)C)cc1	0.4%
17	COc1ccc(CC(NC(C)=O)C(=O)NC2CCN(C(=O)c3ccccc3F)CC2)cc1 (stereo not given)	0.1%
18	O=C(CSc1ccc([N+](=O)[O-])cn1)Nc1nccs1	0.5%
19	O=[N+]([O-])c1ccc(Sc2ccc(F)cc2)nc1	0.2%
20	O=C(COC(=O)c1ccc(F)cc1F)c1ccc[nH]1	0.7%[50 µM]
21	Cc1c(NC(=O)C(C)OC(=O)c2c3c(nc4ccccc24)CCC(C)C3)c(=O)n(-c2ccccc2)n1C (stereo not given)	0.0%
22	COc1ccc(NC(=O)CN(C)C(=O)CC2CCCCC2)cc1	-0.1%[50 µM]
23	CC(C)(C)OC(=O)N1CCC(NC(=O)c2nc[nH]c2C(=O)NCc2ccccc2)CC1	-0.7%
24	Cc1c(NC(=O)COC(=O)/C=C/c2cccc(Br)c2)c(=O)n(-c2ccccc2)n1C	0.0%[50 µM]
25	CCN(CC)S(=O)(=O)c1cc(C(=O)OC(C)C(=O)NCc2ccco2)ccc1C (stereo not given)	2.1%[50 µM]
26	COc1ccc(NS(=O)(=O)c2ccc(F)cc2F)cn1	0.6%
27	CCN(Cc1ccccc1)C(=O)c1cc(S(=O)(=O)N2CCOCC2)cn1C	4.4%
28	Cc1ccc(N2CC(C(=O)Nc3nnc(SCCN4CCOCC4)s3)CC2=O)cc1C (stereo not given)	0.1%
29	CCN(CC)C(=O)c1nc[nH]c1C(=O)N(CC)CC	1.5%
30	CCCCCN(C(=O)CSc1n[nH]c(-c2ccc(C)cc2)n1)c1c(N)n(CCCC)c(=O)[nH]c1=O	0.6%[50 µM]
31	COc1ccc(CN(C)C(=O)c2ccc(NS(=O)(=O)c3ccc(F)cc3)cc2)c(OC)c1	0.1%
32	O=C(Nc1ccc2c(c1)OCO2)c1noc2c1CCCC2	-0.2%
33	COc1cc(C(=O)NCc2ccc(OCCN(C)C)cc2)cc(OC)c1OC	2.2%
34	COc1ccc(CNc2nc3ccccc3n2C(C)C)c(O)c1	1.1%
35	O=C(O)CC(NC(=O)/C(=C/c1ccccc1)NC(=O)c1ccccc1)c1ccccc1 (stereo not given)	0.4%
36	CC1Cc2ccccc2N1C(=O)COC(=O)/C=C/c1ccc(F)cc1 (stereo not given)	-0.1%
37	CCN(C[C@H]1N[C@@](Cc2ccccc2)(C(=O)OC)[C@H]2C(=O)N(C)C(=O)[C@@H]12)S(=O)(=O)c1ccc(C(F)(F)F)cc1	0.6%
38	CCN(C(=O)COC(=O)Cn1c(=O)oc2ccccc21)c1c(N)n(Cc2ccccc2)c(=O)[nH]c1=O	0.7%[50 µM]
39	CCCC(=O)N(CCN1CCOCC1)c1nc2c(F)cc(F)cc2s1	0.9%
40	N#Cc1ccccc1NC(=O)CN(Cc1ccccc1)Cc1ccccc1	0.5%
41	CCN(CC(=O)Nc1ccc(NC(C)=O)cc1)C(=O)c1cn(-c2ccccc2)nc1-c1cccs1	0.8%[50 µM]
42	CCC(=O)c1ccc(OCC(O)CN2CCc3ccccc3C2)cc1 (stereo not given)	0.2%
43	O=C(NC1CCCC1)C1CCC(CNS(=O)(=O)c2ccccc2)CC1 (stereo not given)	0.1%
44	C#CCOCCOCCOCCNc1nc(N2CCN(C(=O)[C@H](CCCN=C(N)N)n3cc(C(N)[C@@H](C)CC)nn3)CC2)nc(N2CCN(C(=O)[C@H](CCC(=O)O)n3cc([C@@H](N)CC(N)=O)nn3)CC2)n1 (stereo not given in full)	0.0%
45	CCCCc1ccc(/C(C)=N/Nc2cc(N3CCOCC3)nc(C)n2)cc1	0.7%
46	O=C(NNC(=O)C1C2C=CC(C2)C1C(=O)O)c1cc(Cl)ccc1O (stereo not given)	0.0%
47	Cc1ccc(N2CC(C(=O)N3CCC(C(=O)Nc4nnc(C(C)(C)C)s4)CC3)CC2=O)cc1 (stereo not given)	-1.1%
48	CCCCCCCCNS(=O)(=O)CCNCc1ccco1	0.1%
49	NC(=O)CC(NC(=O)Cc1ccc(Br)cc1)c1ccc(NC2CC3CCC2C3)c([N+](=O)[O-])c1 (stereo not given)	0.0%
50	CC(=O)Nc1nc(-c2ccccc2)cc(-c2ccco2)c1C#N	-0.1%
51	Cc1cc(C)c(S(=O)(=O)NCc2ccc3c(c2)OCO3)c(C)c1	1.3%
52	Cc1ccc(C(=O)N[C@H](C(=O)N2CCN(c3ccccc3F)CC2)C(C)C)cc1	0.0%
53	Cc1cccc(NS(=O)(=O)c2ccc(Cl)cc2)n1	-1.2%
54	CC(=O)N1c2ccccc2[C@@H](C)[C@@H]1C	1.3%
55	O=C1OC[C@@H]2CCCN2C(=O)[C@H](CC(=O)N(CCO)Cc2ccccc2)C/C=C\CC[C@@H]1Cc1ccc(F)cc1	-1.9%
56	CC(=O)c1cccc(NC(=O)NC(C)c2ccc3c(c2)OCO3)c1 (stereo not given)	2.0%[50 µM]
57	O=S(=O)(NCCCN1CCOCC1)c1ccc(Cl)cc1	0.5%
58	COc1ccccc1NC(=O)CSc1nc2sc(C)c(C)c2c(=O)n1C	0.1%
59	CCc1ccc(CN(C(=O)c2oc3ccccc3c2C)C2CCS(=O)(=O)C2)cc1 (stereo not given)	1.8%
60	CCCCc1cc(=O)oc2c(C)c(OCC(=O)NCc3ccccn3)ccc12	0.5%

Reformatted field by field: entries from further up.
#27 CCN(Cc1ccccc1)C(=O)c1cc(S(=O)(=O)N2CCOCC2)cn1C
- UTI89 phage lysis: 4.4%

#28 Cc1ccc(N2CC(C(=O)Nc3nnc(SCCN4CCOCC4)s3)CC2=O)cc1C (stereo not given)
- UTI89 phage lysis: 0.1%

The list continues:
#	SMILES	UTI89 phage lysis
61	COc1ccc(C(C(=O)NC2CCCCC2)N(Cc2ccco2)C(=O)c2snc(C(N)=O)c2N)cc1 (stereo not given)	0.8%
62	Cc1ccc(NC(=O)CN(C)C(=O)Cn2nnc(-c3ccccc3)n2)cc1	1.1%[50 µM]
63	O=C(O)C1C2CCC(O2)C1C(=O)Nc1ccc(Br)cc1F (stereo not given)	-1.4%
64	CCCN(C(=O)c1ccc(N2CCCC2=O)cc1)C1CCS(=O)(=O)C1 (stereo not given)	0.8%[50 µM]
65	C(=C\n1nnc2ccccc21)/c1ccccn1	1.3%
66	COc1cc(/C=C/C(=O)OCC(=O)NCc2ccc3c(c2)OCO3)cc(OC)c1OC	0.8%[50 µM]
67	CCN(Cc1ccncc1)C(=O)c1ccc(Br)o1	-1.3%[50 µM]
68	O=C(COC(=O)c1cccc(S(=O)(=O)N2CCOCC2)c1)Nc1ccc(Cl)cn1	0.3%[50 µM]
69	CC(CNc1nc2ccc(Cl)cc2n2cnnc12)c1ccccc1 (stereo not given)	0.2%
70	CC(C)(C)OC(=O)N1CCC(CC2CC(c3ccc(Cl)cc3)=NO2)(C(=O)NCC2CCCCC2)CC1 (stereo not given)	4.0%
71	CC(C(=O)NCc1ccccc1)N(Cc1ccccc1Cl)C(=O)c1snc(C(N)=O)c1N (stereo not given)	-0.1%
72	COCCCNC(=O)c1cc2c(=O)n3cccc(C)c3nc2s1	-0.1%
73	CN(C)C(CNC(=O)CCS(=O)(=O)c1ccccc1)c1ccccc1 (stereo not given)	0.2%
74	COc1cccc(CN2CC(C(=O)NCc3cccc(N4CCCC4)c3)CCC2=O)c1 (stereo not given)	-0.1%
75	COc1ccccc1C(=O)NC(CCSC)C(=O)Nc1ccc(C)c(S(=O)(=O)N2CCOCC2)c1 (stereo not given)	0.0%[50 µM]
76	NC(=O)c1ccccc1NC(=O)Cc1cccs1	-0.8%
77	O=C(NCc1ccccc1)C1CCCN1C(=O)Nc1ccccc1[N+](=O)[O-] (stereo not given)	-0.7%
78	CC[C@]12c3[nH]c4ccc(Cl)cc4c3CCN1C(=O)[C@@H](CC(=O)NCCC1=CCCCC1)C[C@@H]2C(=O)N1CCN(C(=O)c2ccco2)CC1	-0.1%
79	C/C=C(\C)CN1CCC(n2nccc2NC(=O)CCc2ccccc2)CC1	0.1%
80	COc1ccc(CCNC(=O)CNC(=O)c2ccco2)cc1	i
81	Clc1ccccn1	2.0%
82	COc1ccc(NC(=O)CN(C)CC(=O)NCCc2ccc(F)cc2)cc1	1.5%[50 µM]
83	N#Cc1ccc(N[C@@H]2CCN3C(=O)c4ccccc4[C@@H]3C[C@H]2O)cc1	0.6%
84	O=C(COC(=O)c1cnccn1)Nc1ccccc1-c1ccccc1	0.4%[50 µM]
85	O=C(Cc1ccccc1)NCC(=O)Nc1ccc(OC(F)(F)F)cc1	0.1%
86	C=CC[C@@H](CC(=O)NCCO)C(=O)N[C@@H](COC(=O)[C@@H](CC=C)CC(=O)OC(C)(C)C)Cc1ccccc1	0.3%
87	Cc1c(CCC(=O)O)c(=O)oc2c(C)c3occ(-c4ccc(Br)cc4)c3cc12	-1.5%[50 µM]
88	CC1CCCN(S(=O)(=O)c2ccc(NC(=O)C3CCN(C(=O)c4ccco4)CC3)cc2)C1 (stereo not given)	-0.3%
89	CC1CC(=O)N(CC(=O)NCc2ccc(F)cc2)c2ccccc2S1(=O)=O (stereo not given)	0.5%
90	Cc1cccc(C)c1NC(=O)CN(C)C(=O)c1cc(S(=O)(=O)N(C)C)ccc1N1CCCC1	-1.2%
91	CCc1cccc(NC(=O)C2CCCN(S(=O)(=O)c3cccs3)C2)c1 (stereo not given)	0.4%
92	COc1ccc(NS(=O)(=O)c2cc(NC(=O)c3ccccn3)ccc2OC)cc1Br	0.2%[50 µM]
93	CCOC(=O)[C@H]1[C@H]2COc3ccc(C)cc3[C@@H]2N2C(=O)CN(Cc3ccc(Cl)cc3)C(=O)[C@@]12C	0.8%
94	CCOc1ncccc1C(=O)NNC(=O)c1csc(N2CCOCC2)n1	1.2%[50 µM]
95	COc1ccc(C(C(=O)NCC2CCCO2)N(C(=O)c2snc(C(N)=O)c2N)c2ccccc2C)cc1OC (stereo not given)	0.7%
96	COc1ccccc1CNS(=O)(=O)CCNC(=O)c1ccccc1	1.3%[50 µM]
97	CC(NC(=O)C1CCC(C)(C(=O)O)C1(C)C)c1ccccc1 (stereo not given)	0.2%
98	COc1ccc(NC(=O)CCS(=O)(=O)c2cccc3nonc23)cc1Cl	0.1%
99	O=C(c1cc(=O)c2ccccc2o1)N(Cc1ccccc1)C1CCS(=O)(=O)C1 (stereo not given)	0.4%
100	S=C(NCCCN1CCOCC1)N1CCN(c2ccccc2)CC1	0.3%
101	Cc1ccc(S(=O)(=O)N2CCOCC2)cc1NC(=O)COC(=O)c1cncc(Br)c1	0.3%[50 µM]
102	N#Cc1c2c(c(Nc3ccc(F)cc3)n3c1nc1ccccc13)CCCC2	-0.9%
103	O=C(NCCN1CCOCC1)c1c(O)nc2ccccn2c1=O	-0.2%
104	COc1cccc(/C=C/C(=O)OCC(=O)N2c3ccccc3CC2C)c1OC (stereo not given)	0.6%[50 µM]

Among those listed so far, 12 have a furan ring, fused or not.
#	SMILES	UTI89 phage lysis
2	Cc1cc(C(=O)NC2CCCc3c2cnn3-c2cccc(C)c2C)c(C)o1 (stereo not given)	-0.2%
11	NS(=O)(=O)c1cccc(NC(=O)CSc2nc3ccccc3c(=O)n2Cc2ccco2)c1	1.6%
25	CCN(CC)S(=O)(=O)c1cc(C(=O)OC(C)C(=O)NCc2ccco2)ccc1C (stereo not given)	2.1%[50 µM]
48	CCCCCCCCNS(=O)(=O)CCNCc1ccco1	0.1%
50	CC(=O)Nc1nc(-c2ccccc2)cc(-c2ccco2)c1C#N	-0.1%
59	CCc1ccc(CN(C(=O)c2oc3ccccc3c2C)C2CCS(=O)(=O)C2)cc1 (stereo not given)	1.8%
61	COc1ccc(C(C(=O)NC2CCCCC2)N(Cc2ccco2)C(=O)c2snc(C(N)=O)c2N)cc1 (stereo not given)	0.8%
67	CCN(Cc1ccncc1)C(=O)c1ccc(Br)o1	-1.3%[50 µM]
78	CC[C@]12c3[nH]c4ccc(Cl)cc4c3CCN1C(=O)[C@@H](CC(=O)NCCC1=CCCCC1)C[C@@H]2C(=O)N1CCN(C(=O)c2ccco2)CC1	-0.1%
80	COc1ccc(CCNC(=O)CNC(=O)c2ccco2)cc1	i
87	Cc1c(CCC(=O)O)c(=O)oc2c(C)c3occ(-c4ccc(Br)cc4)c3cc12	-1.5%[50 µM]
88	CC1CCCN(S(=O)(=O)c2ccc(NC(=O)C3CCN(C(=O)c4ccco4)CC3)cc2)C1 (stereo not given)	-0.3%
